High-throughput results: PubChem BioAssay, National Center for Advancing Translational Sciences (NCATS)
RXFP1 antagonist: RXFP1 (human) relaxin receptor antagonism; Q9HBX9; HEK293-RXFP1, relaxin-stimulated cAMP HTRF, 30 min; active compounds read low; activity change, negative = inhibition, % at 57.5 µM; 0.59% of 350,000 active; AID 1259400;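 active means activity change of -60% or lower, but not beyond a set lower limit; inconclusive means change between -60% and -40%, or beyond the set limit; inactive means change above -40%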; further: on the % scale 0 is the no-effect control and ±100 the full control effect
GRP78 ERSR act: inducers of ER stress response in human glioma cells; U87-MG GRP78 promoter luciferase reporter, 16 h; Potency, µM, for inactives: at the highest dose activation, usual class: activators; 0.02% of 420,000 active; further: potency means the concentration at half of the fitted maximal effect; series mostly up to about 76 µM; % of control where 0% means no effect; nearly all actives have a fitted effect of over 35% in size
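Stably transfected U87-MG human glioma cells carrying a GRP78-based luminescent sensor were seeded at 1000 cells/well, pin-dosed with compounds and incubated 16 h. Luciferase reagent was then added, and end-point luminescence was read after 10 min at room temperature.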
D1 antagonist: blocks dopamine activation of the human D1 receptor; P21728; 3.2% of 360,000 active; HEK293 TREx D1 cells, calcium flux, dopamine EC80; active compounds read low; AID 504652; activity change, negative = inhibition, % at 10 µM; in the data active means activity change below about -30%; further: on the % scale 0 is the no-effect control and ±100 the full control effect
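Tetracycline-induced HEK293 Trex D1 cells, force-coupled to calcium, dye-loaded; compounds added and read 180 s, then EC80 dopamine added and calcium flux tracked kinetically another 180 s.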
D1 agonist: agonists of human D1 dopamine receptor. P21728. HEK293 T-REx D1 cells, calcium flux, agonist mode. activation, % at 2 µM. 1% of 360,000 active. AID 504660; in the data active means activation above about 30%; further: 0% is about no effect
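Inducible HEK293 T-REx D1 cells, force-coupled to calcium signalling, were plated at 4000 cells/well with tetracycline and held overnight at 30 C. After no-wash calcium dye loading, compound-evoked calcium rise over 180 s flagged agonists.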
RXFP1 agonist: activates the human relaxin receptor RXFP1. HEK293T-RXFP1 cAMP TR-FRET, 30 min; response scale: percent of porcine relaxin response, buffer zero. 0.3% of 370,000 active. Potency, µM (top dose mostly 57.5 µM), without a hit: top-dose activation, most hits filed as activators. AID 2676; further: potency means the concentration at half of the fitted maximal effect; on the % scale 0 is the no-effect control and ±100 the full control effect; nearly all actives have a fitted effect of over 60% in size; many of its hits are not listed in these tables
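HEK293 cells stably expressing RXFP1, treated 30 min at 37C with compounds plus PDE4 inhibitor Ro 20174; cAMP measured by HTRF TR-FRET. Normalized to buffer and 29 nM porcine relaxin; EC50 by Hill fit.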
D1 potentiator: human D1 dopamine receptor positive modulation; P21728; 0.036% of 360,000 active; HEK293 TREx D1 cells, calcium flux, dopamine EC20 potentiation; potentiation, % at 10 µM; in the data active means potentiation above about 30%; further: 0% is about no effect
D2 potentiator: positive allosteric modulators of human D2 dopamine receptor. P14416. HEK293 T-REx D2, calcium flux, EC20 dopamine potentiation. potentiation, % at 10 µM. 0.34% of 340,000 active. AID 485347;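 active means potentiation over 3 SD above the plate norm, cut at about 30% in these data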; further: 0% is about no effect
Target sequence (P14416 whole entry, looked up): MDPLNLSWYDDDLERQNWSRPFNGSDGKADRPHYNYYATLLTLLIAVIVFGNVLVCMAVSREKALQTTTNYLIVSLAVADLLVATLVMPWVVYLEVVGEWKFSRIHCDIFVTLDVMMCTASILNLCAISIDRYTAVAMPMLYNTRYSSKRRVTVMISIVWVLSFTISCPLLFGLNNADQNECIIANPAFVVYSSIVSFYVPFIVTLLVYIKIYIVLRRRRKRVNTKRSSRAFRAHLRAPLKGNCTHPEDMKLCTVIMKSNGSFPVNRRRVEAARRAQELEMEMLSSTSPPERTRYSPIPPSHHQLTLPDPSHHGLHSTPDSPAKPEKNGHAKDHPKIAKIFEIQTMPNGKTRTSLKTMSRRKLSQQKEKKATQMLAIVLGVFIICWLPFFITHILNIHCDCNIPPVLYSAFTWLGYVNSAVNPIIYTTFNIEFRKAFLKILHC
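Tetracycline-induced Hek293 Trex D2 cells, force-coupled to calcium, loaded with no-wash calcium dye. Compound added with 180 s kinetic read for agonism, then EC20 dopamine and a further 180 s read for potentiation.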
Vif-A3F inh: blocks the Vif interaction with APOBEC3F; HeLa A3F-eYFP + Vif (tagged APOBEC3F with the HIV-1 protein that degrades it), YFP fluorescence increase; Potency, µM (titrated, usually from 46.1 µM), inactives show at the top dose activity, negative = active; 0.2% of 390,000 active; further: potency means the concentration at half of the fitted maximal effect; % of control where 0% means no effect; nearly all actives have a fitted effect of over 65% in size
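HeLa cells stably expressing Vif plus C-terminally eYFP-tagged A3F were seeded, incubated overnight at 37 deg C, dosed with compound, incubated overnight again at 37 deg C. Yellow fluorescence (Ex 488/Em 500-530) reported blocked Vif-mediated A3F-eYFP degradation.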
Vif-APOBEC3G blk: blocks the Vif interaction with human APOBEC3G | Potency, µM (doses to about 46.1 µM), without a hit: at the top dose activity, negative = active, hits mostly inhibitors | AID 602310 | 0.076% of 410,000 active | Q9HC16 | HeLa A3G-eYFP + Vif (tagged APOBEC3G with the HIV-1 protein that degrades it), YFP fluorescence, overnight;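 further: potency means the concentration at half of the fitted maximal effect; on the % scale 0 is the no-effect control and ±100 the full control effect; nearly all actives have a fitted effect of over 60% in size; hits raise eYFP signal because A3G escapes Vif-driven loss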
Target sequence (Q9HC16 whole entry, looked up): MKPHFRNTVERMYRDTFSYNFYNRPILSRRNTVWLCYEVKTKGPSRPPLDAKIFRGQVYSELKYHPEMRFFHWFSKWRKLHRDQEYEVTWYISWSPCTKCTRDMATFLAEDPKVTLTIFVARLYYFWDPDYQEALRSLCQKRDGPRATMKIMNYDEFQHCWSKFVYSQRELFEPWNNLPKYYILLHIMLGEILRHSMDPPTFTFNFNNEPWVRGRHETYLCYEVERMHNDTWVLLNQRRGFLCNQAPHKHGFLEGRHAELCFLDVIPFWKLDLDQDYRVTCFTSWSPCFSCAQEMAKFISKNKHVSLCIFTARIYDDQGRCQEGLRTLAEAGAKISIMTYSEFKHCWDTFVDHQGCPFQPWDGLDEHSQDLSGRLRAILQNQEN
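HeLa cells stably expressing Vif and C-terminally eYFP-tagged A3G, seeded overnight at 37 deg C, then exposed to compound by pintool overnight at 37 deg C. Rise in yellow fluorescence (Ex 488/Em 500-530, Acumen) marks blocked Vif-driven A3G degradation.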
Active calls of the source: *; u = inconclusive; x = not tested or not shown; & = joins results of further samples. Unless noted, the call rests on the fitted dose curve; in most records, active means well fitted curve in the direction sought with a large enough effect; inconclusive means small, poorly fitted or top-dose-only effect, or another doubt; inactive means no such curve, though single readings can be large; an effect the other way counts as inactive or inconclusive. These rows are one share of the data, so the mix of outcomes need not match the whole.

Start of the data: the first 11 records (preview)
SMILES	RXFP1 antagonist	GRP78 ERSR act	D1 antagonist	D1 agonist	RXFP1 agonist	D1 potentiator	D2 potentiator	Vif-A3F inh	Vif-APOBEC3G blk
CC(=O)Oc1ccc(N2C(=O)C3C4C=CC(C5CC45)C3C2=O)cc1[N+](=O)[O-] (configuration not stated)	-12	-4%	-5	1	-0.1%	-3	-8	1%	1%
CCOc1ccccc1NC(=O)COC(=O)CNS(=O)(=O)c1ccc(C)cc1	-9	-4%	-16	-1	3.7%	-2	-6	5%	0%
O=C(NCc1ccccn1)c1cccc([N+](=O)[O-])c1	27	-1%	8	1	0.3%	-9	5	-2%	0%
COc1cc(OC)cc(C(=O)NNC(=O)c2ccc(S(=O)(=O)N(C)c3ccccc3OC)cc2)c1	-13	1%	-28	11	-0.4%	1	-2	-7%	-12%
O=C(NCC1CCCN(C(=O)NCc2ccccc2)C1)c1ccc2c(c1)OCO2 (configuration not stated)	6	2%	-2	0	0.0%	-8	-3	3%	2%
CC(=O)Nc1ccc(C)cc1-c1nc2ccccc2n(CC(=O)c2ccc(Cl)cc2)c1=O	-8	-4%	-10	1	-2.1%	-1	-7	-7%	-1%
Cc1c(-n2c(=S)[nH]c3ccccc3c2=O)c(=O)n(-c2ccccc2)n1C	-9	-1%	3	0	0.2%	-6	0	-20%	0%
c1ccc2c(c1)OCC(c1csc3ncnc(N4CCCC4)c13)O2 (configuration not stated)	-10	-9%	1	3	-0.1%	-2	10	-11%	-6%
COc1ccc(NCc2cc3cc4c(cc3n(CC(=O)Nc3ccccc3)c2=O)OCO4)cc1	-5	-2%	-1	134*	8.3%	4	5	-14%	1%
Cc1cc(C(=O)NCCN2CCOCC2)c2ccccc2n1	10	-3%	x	x	x	x	x	-4%	1%
N#Cc1c(NC(=O)CSc2nnc(-c3ccccc3O)n2-c2ccccc2)sc2c1CCCC2	-2	-1%	4	5	0.0%	-3	2	-2%	0%

The listing, from the first entry:
SMILES	RXFP1 antagonist	GRP78 ERSR act	D1 antagonist	D1 agonist	RXFP1 agonist	D1 potentiator	D2 potentiator	Vif-A3F inh	Vif-APOBEC3G blk
CC(=O)Oc1ccc(N2C(=O)C3C4C=CC(C5CC45)C3C2=O)cc1[N+](=O)[O-] (configuration not stated)	-12	-4%	-5	1	-0.1%	-3	-8	1%	1%
CCOc1ccccc1NC(=O)COC(=O)CNS(=O)(=O)c1ccc(C)cc1	-9	-4%	-16	-1	3.7%	-2	-6	5%	0%
O=C(NCc1ccccn1)c1cccc([N+](=O)[O-])c1	27	-1%	8	1	0.3%	-9	5	-2%	0%
COc1cc(OC)cc(C(=O)NNC(=O)c2ccc(S(=O)(=O)N(C)c3ccccc3OC)cc2)c1	-13	1%	-28	11	-0.4%	1	-2	-7%	-12%
O=C(NCC1CCCN(C(=O)NCc2ccccc2)C1)c1ccc2c(c1)OCO2 (configuration not stated)	6	2%	-2	0	0.0%	-8	-3	3%	2%
CC(=O)Nc1ccc(C)cc1-c1nc2ccccc2n(CC(=O)c2ccc(Cl)cc2)c1=O	-8	-4%	-10	1	-2.1%	-1	-7	-7%	-1%
Cc1c(-n2c(=S)[nH]c3ccccc3c2=O)c(=O)n(-c2ccccc2)n1C	-9	-1%	3	0	0.2%	-6	0	-20%	0%
c1ccc2c(c1)OCC(c1csc3ncnc(N4CCCC4)c13)O2 (configuration not stated)	-10	-9%	1	3	-0.1%	-2	10	-11%	-6%
COc1ccc(NCc2cc3cc4c(cc3n(CC(=O)Nc3ccccc3)c2=O)OCO4)cc1	-5	-2%	-1	134*	8.3%	4	5	-14%	1%
Cc1cc(C(=O)NCCN2CCOCC2)c2ccccc2n1	10	-3%	x	x	x	x	x	-4%	1%
N#Cc1c(NC(=O)CSc2nnc(-c3ccccc3O)n2-c2ccccc2)sc2c1CCCC2	-2	-1%	4	5	0.0%	-3	2	-2%	0%
CCCCN(C(=O)CCCc1nc2ccccc2s1)c1c(N)n(CCCC)c(=O)[nH]c1=O	-4	0%	2	1	0.8%	0	6	2%	0%
Cc1nn(Cc2ccc(Cl)cc2)c(=O)n1N(C)c1ncc(C(F)(F)F)cc1Cl	-13	-4%	13	-1	0.0%	-1	4	x	-3%
COc1cc2c(cc1NC(=O)Nc1ccccc1)oc1ccccc12	-6	2%	-9	-1	-0.4%	-3	4	-26%	-13%
Cc1noc(C)c1COc1cccc(C(=O)NCCc2c[nH]c3ccccc23)c1	-2	-1%	-15	5	-0.1%	-6	-10	3%	u
O=C(CC(=O)N/N=C\c1c(Cl)cccc1Cl)NCc1ccccc1	4	-1%	-3	4	-1.4%	0	-3	-8%	-22%
Cc1ccc2c(c1)cc1c(=O)[nH]ncn12	x	-1%	-3	0	0.2%	1	11	2%	-2%
COC(=O)c1ccc(CN2[C@H](C(=O)OC)C[C@@]3(O)[C@@H](O)[C@@H](O)[C@@H](O)C[C@@H]23)cc1	x	-1%	1	4	0.0%	-1	14	-1%	-3%
CC(C)NC(=O)[C@H](CSCc1ccccc1)N1Cc2ccccc2C1=O	x	-4%	27	0	-1.2%	1	-4	0%	3%
C=CCn1c(SC2CCOC2=O)nc2scc(C3CC3)c2c1=O (configuration not stated)	2	10%	0	0	3.0%	-3	15	3%	-13%
O=S(=O)(c1cccs1)N1CCC(CO)(Cc2ccc(Cl)cc2)CC1	-4	0%	-17	8	-0.8%	1	6	-6%	1%
CC(=O)Nc1c(Cl)cc2c(c1Cl)C(=O)c1ccccc1-2	-5	4%	x	x	x	x	x	-2%	-3%
CCOc1cccc(CC(=O)N2CCc3c([nH]c4ccc(OC)cc34)C2c2ccc(F)cc2)c1OCC (configuration not stated)	x	-4%	4	2	4.8%	-3	-4	-3%	-11%
O=C(/C=C/c1cccc(Br)c1)NCc1ccncc1	-13	-1%	3	0	0.3%	-8	-13	2%	-5%
CCCn1nnnc1SCC(=O)N1CCN(C(=O)c2ccco2)CC1	-9	-5%	-23	2	0.1%	-6	2	0%	0%
SMILES	RXFP1 antagonist	GRP78 ERSR act	D1 antagonist	D1 agonist	RXFP1 agonist	D1 potentiator	D2 potentiator	Vif-A3F inh	Vif-APOBEC3G blk
CCN(CC)S(=O)(=O)c1ccc2c(c1)nc(CCC(=O)OCC(=O)Nc1c(F)cccc1F)n2C	-14	1%	1	5	-1.4%	-1	2	13%	2%
O=C(NCc1nnc(SCC(=O)N2CCC(Cc3ccccc3)CC2)o1)c1ccccc1F	0	-4%	-10	33*	3.0%	-1	-8	-2%	4%
CC(=O)c1ccc(OC(C)C(=O)Nc2cccc(S(=O)(=O)NCc3ccco3)c2)cc1 (configuration not stated)	-3	-1%	x	x	x	x	x	-5%	-11%
Cc1cc(C)c(Cn2c(=O)n(Cc3ccccc3)c(=O)c3c(C)c(C)sc32)c(C)c1	1	x	-2	1	-2.6%	0	-4	x	x
O=C(O)c1ccc2c(c1)N(Cc1ccc(F)cc1)C(=O)c1ccccc1S2=O (configuration not stated)	-29	-3%	-21	-5	0.6%	-2	5	-7%	1%
CC(=O)N1c2ccc(S(=O)(=O)NCCc3ccc(S(N)(=O)=O)cc3)cc2CC1C (configuration not stated)	2	-5%	43	1	-0.6%	7	-14	-2%	2%
COc1cc(/C=C(/NC(=O)c2ccccc2)C(=O)Nc2ccc(O)cc2)c([N+](=O)[O-])cc1OC	-3	-3%	10	1	-0.2%	9	9	-20%	-5%
NC(=O)c1cc[n+](CC2=C(C(=O)O)N3C(=O)[C@@H](NC(=O)C(c4ccccc4)S(=O)(=O)[O-])[C@H]3SC2)cc1 (some centres not stated)	x	-3%	-4	1	1.2%	-1	6	-2%	2%
O=C(c1ccccc1)c1cc(F)c(N2CCOCC2)cc1Cl	-4	2%	-19	8	2.8%	-6	-21	6%	7%
CC(SC(C)C(=O)NN=Cc1c[nH]c2ccccc12)C(=O)NN=Cc1c[nH]c2ccccc12 (configuration not stated)	-7	-1%	x	x	x	x	x	0%	3%
COCCNC(=O)CCc1nc2cccnc2n1Cc1ccc(OC)cc1	5&-10	-4%&-3%	-1&1	2&3	7.8%&6.1%	2&-3	0&7	0%&-17%	1%&0%
CN1C(=O)C(/C(N)=N/NC(=O)c2ccccc2)C2CC1(C)Oc1ccccc12 (configuration not stated)	1	-4%	8	4	-1.0%	3	13	0%	3%
COc1ccccc1/C=C/c1onc(C)c1S(=O)(=O)N1CCC(C(=O)NC(C)C)CC1	1	0%	-18	0	3.0%	-11	-9	2%	6%
Cc1cc(NC(=O)CSc2ccc3nnc(CCNC(=O)c4ccccc4)n3n2)no1	2	-2%	8	2	29%	1	3	-10%	6%
CCCc1nc2c(sc3nc4c(cc32)COC(C)(C)C4)c(=O)n1CCN(C)C	10	-4%	1	5	2.8%	6	9	12%	-1%
CCCN(C(=O)c1cnccn1)c1c(N)n(Cc2ccccc2)c(=O)[nH]c1=O	-6	-1%	16	2	3.2%	-4	-13	2%	2%
CC(=O)CC1=NC(C)(C)Cc2ccccc21	2	-2%	-1	-1	-0.2%	-2	4	u	-2%
CC1(C)Cc2c(C#N)c(NCCN3CCOCC3)nc(-c3ccccc3)c2CO1	-24	0%	2	0	2.2%	-2	-3	-14%	-5%
CC(C)(C)n1nc2c(c1NC(=O)COc1ccc3ccccc3c1)CS(=O)C2 (configuration not stated)	x	-1%	12	1	0.5%	2	16	3%	-4%
CCOc1ccc(-c2cccc(NS(=O)(=O)c3ccc([N+](=O)[O-])cc3)c2)nn1	0	0%	-3	0	-0.5%	-2	-2	2%	1%
Cc1cc(N/N=C/c2cccc(Cl)c2)nc(-n2nc(C)cc2C)n1	-23	-6%	2	0	1.2%	-3	-9	-6%	0%
Cc1c(NC(=O)C(C)OC(=O)c2ccc(NC(=O)CC#N)cc2)c(=O)n(-c2ccccc2)n1C (configuration not stated)	-1	-5%	-33*	2	-0.1%	1	4	u	-3%
